IMPase inh: qHTS Assay for Identifying the Cell-Membrane Permeable IMPase Inhibitors; Inositol monophosphatase 1 (Rattus norvegicus), P97697; CHO-M1 cells, IP1 accumulation, HTRF TR-FRET ratio; inhibition (IP1 accumulation), % at 46.1 µM; 120,000 tested, under 10 active; active = well fitted curve in the direction sought with a large enough effect in the signal ratio, not every such curve was filed as active; inconclusive = small, poorly fitted or top-dose-only effect, or a change in a side signal; inactive = no such curve, though single readings can be large or run the other way; the % refers to the signal ratio;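 also: cells stimulated with carbachol in lithium chloride buffer; plate controls were DMSO basal wells for no effect and reference inhibitor wells for full effect; higher means more IMPase inhibition seen as more IP1 and lower FRET ratio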
Target sequence (P97697 whole entry, looked up): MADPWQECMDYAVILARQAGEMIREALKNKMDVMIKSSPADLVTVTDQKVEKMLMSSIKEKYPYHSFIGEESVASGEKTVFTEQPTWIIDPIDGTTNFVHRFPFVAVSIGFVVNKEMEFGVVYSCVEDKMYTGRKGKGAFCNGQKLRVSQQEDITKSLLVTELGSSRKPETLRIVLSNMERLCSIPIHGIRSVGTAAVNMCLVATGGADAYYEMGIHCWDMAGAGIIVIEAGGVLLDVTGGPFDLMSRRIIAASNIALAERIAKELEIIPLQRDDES
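CHO-M1 cells (CHO stably expressing M1 receptor), compound up to 46 uM final, stimulated with carbachol (50 uM as added) in buffer with 50mM LiCl, pH 7.4, 30 min at 37C. Cytosolic IP1 read by TR-FRET; AC50 from Hill fits.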
PNC inhibitor: High Content Assay for Compounds that inhibit the Assembly of the Perinucleolar Compartment; PC3M PTB-GFP, PNC prevalence imaging, 16 h; active compounds read low; activity change (PNC), negative = inhibition, % at 10 µM; 140,000 tested, 3.1% active; AID 2417, 2010;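 active = readout at or below -70, meaning at least 70% loss of cells showing the perinucleolar compartment, a nuclear body marking cancer cells; inconclusive = readout between -30 and a set limit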;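 also: plate controls were DMSO wells for no effect and camptothecin positive control wells for full effect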
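Read-out is percentage of cells bearing a perinucleolar compartment, from automated 20x imaging of fixed, Hoechst-stained PC3M PTB-GFP cells. Cells were seeded 4 h, then exposed 16 h to compound (23 nl of library stock) in duplicate plates.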
ALOX12 inhib: qHTS Assay for Inhibitors of 12-hLO (12-human lipoxygenase) | Polyunsaturated fatty acid lipoxygenase ALOX12 (Homo sapiens), P18054 | purified 12-hLO, xylenol orange hydroperoxide absorbance | Potency, µM (titrated, usually from 57.1 µM), without a hit: top-dose activity change, negative = inhibition, most hits filed as inhibitors | 150,000 tested, 0.12% active; also: potency is read from the fitted curve at half-maximal effect; nearly all actives have a fitted effect of over 55% in size; many of its hits are not listed in these tables
Target sequence (P18054 whole entry, looked up): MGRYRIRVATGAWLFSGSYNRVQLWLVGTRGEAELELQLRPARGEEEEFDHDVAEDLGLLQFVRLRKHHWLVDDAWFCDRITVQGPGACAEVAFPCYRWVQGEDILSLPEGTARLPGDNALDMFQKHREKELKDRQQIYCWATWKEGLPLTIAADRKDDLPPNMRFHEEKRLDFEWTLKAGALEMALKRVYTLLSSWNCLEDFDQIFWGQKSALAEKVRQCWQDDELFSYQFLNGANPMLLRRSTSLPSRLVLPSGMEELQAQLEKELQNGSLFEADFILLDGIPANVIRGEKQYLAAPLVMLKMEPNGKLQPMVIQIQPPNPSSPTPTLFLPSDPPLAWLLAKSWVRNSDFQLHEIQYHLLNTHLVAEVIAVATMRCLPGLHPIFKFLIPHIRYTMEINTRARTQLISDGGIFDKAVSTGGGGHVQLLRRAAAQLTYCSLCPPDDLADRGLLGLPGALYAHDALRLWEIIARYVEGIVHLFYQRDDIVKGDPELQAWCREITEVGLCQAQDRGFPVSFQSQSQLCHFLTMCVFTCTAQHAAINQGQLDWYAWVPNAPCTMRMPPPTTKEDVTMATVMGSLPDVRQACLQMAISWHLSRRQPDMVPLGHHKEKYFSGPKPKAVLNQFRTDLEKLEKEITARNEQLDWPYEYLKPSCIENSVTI
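Xylenol orange chromogenic assay: hydroperoxide from 12hLO oxidises Fe(II), giving red-shifted Fe(III)-XO absorbance. Conditions: 150 nM enzyme, 40 uM arachidonic acid, 25 mM Hepes pH 7.0, 0.01% Triton X-100, 30 min, room temperature.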
ALOX15B inhib: qHTS Assay for Inhibitors of 15-hLO-2 (15-human lipoxygenase 2). purified 15hLO-2, xylenol orange hydroperoxide absorbance. Potency, µM (top dose mostly 57.1 µM), for the others: top-dose activity change, negative = inhibition, most hits filed as inhibitors. 110,000 tested, 0.56% active; also: potency is read from the fitted curve at half-maximal effect; nearly all actives have a fitted effect of over 60% in size; many of its hits are not listed in these tables
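Purified human 15hLO-2 (50 nM) preincubated 15 min with compound, then 45 uM arachidonic acid for 90 min at RT in 25 mM Hepes pH 7.5, 0.01% Triton X-100. Hydroperoxide detected by Fe-xylenol orange; 573/405 nm absorbance ratio.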
Active calls of the source: *; ? = inconclusive; . = not tested or not shown; [ ] = dose if it differs, or a comment. Unless noted, calls follow the shape of the dose curve; as a rule, active = well fitted curve in the direction sought with a large enough effect; inconclusive = small, poorly fitted or top-dose-only effect, or another doubt; inactive = no such curve, though single readings can be large; an effect the other way counts as inactive or inconclusive. Unless noted, % is scaled to controls: 0 for no effect and ±100 for the full control effect. This is a subset; count on the stated rates, not on these rows.

The line under a structure holds: IMPase inh, PNC inhibitor, ALOX12 inhib, ALOX15B inhib
> COc1ccc(C2C/C(=N\O)C(C)(C)O2)cc1 (stereo unspecified)
  -5, 12, -5%, -9%
> Cc1ccc(-n2c(N)c(-c3nc4ccccc4n3C)sc2=S)cc1
  0, ?, 4%, -3%
> CCC1=NN(C(=O)c2cccnc2)C(O)(C(F)(F)F)C1 (stereo unspecified)
  ., ?, -2%, .
> Cc1ccc(SCC(=O)NCCN2C(=O)CSC2=O)c(C)c1
  -3, -100*, 10%, .
> Cc1nc(SCC(O)CO)c([N+](=O)[O-])[nH]1 (stereo unspecified)
  4, 17, -5%, -9%
> Cn1c(SCC(=O)c2ccccc2)nnc1-c1cccc(N)c1
  -3, 43, -6%, 2%
> COc1ccc(S(=O)(=O)Cc2ccc(C(=O)NCc3ccco3)o2)cc1
  -5, 15, 2%, -12%
> Cc1cc(NC(=O)CNC(=O)C2CCCCC2)no1
  -5, 44, 0%, -3%
> OCCCCCNc1ncnc2ccccc12
  ?, 1, -1%, .
> CCC(c1nnc(SCC(=O)N2CC3(C)CC2CC(C)(C)C3)o1)N(C)C (stereo unspecified)
  10, 0, -3%, 0%
> COC(=O)c1sccc1NC(=O)c1c(-c2ccccc2)noc1C
  ., -10, 0%, .
> CC(=O)n1c2ccccc2c2c1c1ccccc1n2C
  -2, 21, -3%, -11%
> COC(=O)c1[nH]c2ccccc2c1NC(=O)C(C)N1CCN(C(=O)c2ccco2)CC1 (stereo unspecified)
  7, 7, -8%, -4%
> Cc1noc2ncc(C(=O)c3cc(F)ccc3O)cc12
  -3, 11, -4%, -3%
> CSc1nc(Oc2ccc(=O)[nH]n2)nc(N(C)C)n1
  -3, 16, 2%, -11%
> CN=C1SC(CC(=O)Nc2c(C)cccc2C)C(=O)N1/N=C/c1cccs1 (stereo unspecified)
  ., 26, 0%, .
> CCCCNC(=O)CCn1c(=S)[nH]c2cc3c(cc2c1=O)OCO3
  0, 37, -2%, -11%
> CCC1CCCCN1C1Sc2ccc(C(=O)OC)cc2NC1=O (stereo unspecified)
  6, -10, -9%, -3%
> O=C1COc2ccc(C(=O)CSc3nnc(Cc4cccs4)n3-c3ccccc3)cc2N1
  5, ?, -5%, -11%
> O=C(N/N=C/c1ccc(Cl)cc1)c1sccc1OCc1ccc(F)cc1
  11, -119*, -3%, 2%
> FC(F)(F)c1cc(Cl)c2nc(-c3ccccc3)cn2c1
  -8, -1, -3%, 0%
> CCCCOP(=O)(c1ccc(N(C)C)cc1)C(O)c1cccnc1 (stereo unspecified)
  4, -27, 1%, 2%
> Cc1cccc(C)c1N1CCN(c2nc(N(C)C)oc(=O)c2C#N)CC1
  -9, 56, 4%, 7%
> COc1ccc(C2C(C#N)=C(N)Oc3n[nH]c(C)c32)cc1CSc1ccccn1 (stereo unspecified)
  8, -11, -8%, 3%
> Cc1ccc(O)c(NC(=O)c2cccc(S(=O)(=O)N3CCCCC3)c2)c1
  0, -29, 0%, -17%
> COCCn1nnnc1C(c1ccccc1OC)N1CCN(c2ccccc2F)CC1 (stereo unspecified)
  16, -6, -4%, -2%
> CC(=O)N1N=C(c2ccc(C)cc2)OC1c1ccc(C(C)C)cc1 (stereo unspecified)
  4, ?, -21%, 0%
> COc1ccc(/C=N/Nc2ccc([N+](=O)[O-])cc2)cc1Cn1cc([N+](=O)[O-])cn1
  18, -20, -2%, -21%
> Clc1ccccc1-c1nc(-c2cccnc2)no1
  0, 49, -6%, 7%
> CCn1c(SCC(=O)Nc2cc(C)c(Cl)cc2OC)nnc1-c1ccco1
  4, ?, -2%, -8%
> Cc1cc(C(=O)Cn2nnc(-c3ccc(Cl)cc3)n2)c(C)n1CC1CCCO1 (stereo unspecified)
  3, 19, -14%, 5%
> O=C(Nc1nc2ccccc2[nH]1)C1CCCO1 (stereo unspecified)
  -1, 26, -6%, 0%
> Cn1c2c(c(=O)n(C)c1=O)CN(Cc1ccco1)CN2
  -8, 29, 1%, -3%
> O=C(CSc1nc2ccccc2o1)Nc1ccccc1N1CCOCC1
  7, 17, 3%, -2%
> NC(=O)CC[C@H](NC(=O)c1ccc(F)cc1)C(=O)OCC(=O)Nc1c(F)c(F)c(F)c(F)c1F
  ., -92*, 2%, .
> CC1=NNC(=O)C1C(c1ccccc1)C(C#N)C#N (stereo unspecified)
  -5, ?, -3%, -14%
> O=C(NCc1ccccc1F)C1CCCN1C(=O)NCc1ccccc1 (stereo unspecified)
  0, -10, -1%, -1%
> CC1(COc2ccc(C[C@H]3SC(=O)NC3=O)cc2)CCCCC1
  0, ., 1%, -3%
> O=C1NC(=S)SC1=C1CCCCCC1
  5, 9, ?, -27%
> Cc1cc(N/N=C/c2ccc(O)cc2O)nc(-c2ccccc2O)n1
  ., 48, 0%, .
> COc1ccc(NC(=O)CCN2C(=O)c3ccc([N+](=O)[O-])cc3C2=O)c(OC)c1
  ., 43, 4%, .
> c1coc(-c2nnc3sc(-c4cccs4)nn23)c1
  ?, ?, -7%, -8%
> Cc1cccc(-n2c(=O)[nH]c3c(C(N)=O)nc(CC(C)C)nc32)c1
  -2, -5, -4%, 11%
> CN(c1ccccc1)S(=O)(=O)c1cccc(NC(=O)CSc2nnc(N)s2)c1
  ., -5, -1%, .
> O=C1c2ccccc2C(=O)N1CCCOc1ccccc1
  -13, 19, 6%, -4%
> COc1ccc(C2CC(C(F)(F)F)n3nc(C(=O)O)cc3N2)cc1OC (stereo unspecified)
  2, ?, -6%, -7%
> COc1ccc(OC)c2c(C)cc(N3CCN(C(=O)c4ccc(F)cc4)CC3)nc12
  0, -8, -6%, 1%
> O=S(=O)(c1ccc2c(c1)OCCO2)N1CCC(n2nnc3cc(C(F)(F)F)ccc32)CC1
  -1, -4, -4%, -3%
> N#Cc1ccc(CN2CCC3(CCNCC3)CC2)cc1
  ., ., 4%, 36%[activator]
> COc1ccc(CNC(=O)CCc2nc(-c3ccccc3F)no2)c(OC)c1
  6, -7, 4%, 0%

Carrying on.
The line under a structure holds: IMPase inh, PNC inhibitor, ALOX12 inhib, ALOX15B inhib
> Cc1ccc(C(C)n2cc(C(=O)NCc3ccncc3)nn2)cc1 (stereo unspecified)
  1, 25, -8%, -3%
> Cc1c(Cl)cccc1NC(=S)NCCN1CCOCC1
  ., 27, 1%, .
> CSc1ccccc1NC(=S)Nc1cc(C)cc(C)c1
  3, 20, -8%, -30%
> CCOCC(=O)Nc1c(C(=O)OCC)oc2ccccc12
  1, 47, 3%, -1%
> CC1CCN(Cc2ccc(NC(=O)CC3Oc4ccccc4NC3=O)cc2)CC1 (stereo unspecified)
  24, 48, 1%, 9%
> CCCCC(CC)CNC(=O)CCS(=O)(=O)c1cccc2nsnc12 (stereo unspecified)
  1, 35, -3%, -2%
> CN(C)c1nc(N)nc(CSc2nnnn2-c2ccccc2)n1
  -9, -8, 5%, -1%
> CCn1c(-c2csc(C(C)C)c2)n[nH]c1=S
  ., -11, -3%, .
> CN(C(=O)c1ccc(C#N)cc1)c1nnc(-c2ccccn2)s1
  17, 50, 1%, .
> Nc1ccn(-c2ccccc2)c(=O)c1
  3, -8, 2%, -1%

In the list so far, these contain an NH in an aromatic ring:
The line under a structure holds: IMPase inh, PNC inhibitor, ALOX12 inhib, ALOX15B inhib
> Cc1nc(SCC(O)CO)c([N+](=O)[O-])[nH]1 (stereo unspecified)
  4, 17, -5%, -9%
> COC(=O)c1[nH]c2ccccc2c1NC(=O)C(C)N1CCN(C(=O)c2ccco2)CC1 (stereo unspecified)
  7, 7, -8%, -4%
> CSc1nc(Oc2ccc(=O)[nH]n2)nc(N(C)C)n1
  -3, 16, 2%, -11%
> CCCCNC(=O)CCn1c(=S)[nH]c2cc3c(cc2c1=O)OCO3
  0, 37, -2%, -11%
> COc1ccc(C2C(C#N)=C(N)Oc3n[nH]c(C)c32)cc1CSc1ccccn1 (stereo unspecified)
  8, -11, -8%, 3%
> O=C(Nc1nc2ccccc2[nH]1)C1CCCO1 (stereo unspecified)
  -1, 26, -6%, 0%
> Cc1cccc(-n2c(=O)[nH]c3c(C(N)=O)nc(CC(C)C)nc32)c1
  -2, -5, -4%, 11%
> CCn1c(-c2csc(C(C)C)c2)n[nH]c1=S
  ., -11, -3%, .

Remaining list, next part.
The line under a structure holds: IMPase inh, PNC inhibitor, ALOX12 inhib, ALOX15B inhib
> COc1ccc(C(=O)C2CCN(S(=O)(=O)c3ccc4c(c3)OCCO4)CC2)cc1
  2, 10, -2%, -7%
> CC(Oc1ccccc1)C(=O)OCC(=O)NC(=O)NCc1ccco1 (stereo unspecified)
  4, -15, -1%, -5%
> Cc1cc(C)c2nc(N3CCCC(C(=O)N4CCC(C(N)=O)CC4)C3)sc2c1 (stereo unspecified)
  0, 3, 7%, -10%
> CCCCCC/C(=N/O)c1ccccn1
  -11, -21, ?, 40%[activator]
> COC(=O)c1ccc(CSc2n[nH]c(=S)s2)o1
  3, ?, -2%, ?
> CCCCCC(=O)Nc1ccc(Cc2ccncc2)cc1
  2, -23, 3%, .
> CC1(C(=O)NCc2cccnc2)CCC(=O)N1CCc1ccccc1 (stereo unspecified)
  -13, -24, 1%, .
> COc1cccc(-c2cc(C(=O)N3CCN(Cc4ccccc4)CC3)no2)c1
  -2, -18, -8%, 8%
> COc1ccc(/C=C/C(=O)NC(=S)NNC(=O)c2cccnc2)cc1OC
  -3, -9, 1%, .
> Cc1ccc(OCc2ccc(C(=O)N3CCOCC3)cc2)cc1C
  12, ?, -6%, -9%
> Oc1ccc(/C=N/n2cnn(Cc3ccccc3Cl)c2=S)c(O)c1
  ., -1, -2%, .
> CSc1ncccc1C(=O)OCC(=O)N(C)C1CCS(=O)(=O)C1 (stereo unspecified)
  0, ?, -9%, -1%
> C[C@@H]1CC[C@]2(C(=O)O)CC[C@]3(C)C(=CCC4[C@@]5(C)C[C@@H](O)[C@H](O)[C@@](C)(CO)C5[C@H](O)C[C@]43C)C2[C@H]1C (stereo partly specified)
  ., ., 3%[0.00818 µM], -7%[0.0915 µM]
> COc1ccc(C)cc1NC(=O)CSc1nnc(-c2cc3cccc(OC)c3o2)n1N
  22, 12, -10%, -11%
> CCC(C)(C)C(=O)Nc1ncc(S(=O)(=O)c2ccc([N+](=O)[O-])cc2)s1
  -1, 11, -17%, -8%
> CSC(=NCc1cccnc1)NS(=O)(=O)c1cccs1
  -1, -8, 7%, 4%
> O=C(Nc1ccccc1)c1cccc(S(=O)(=O)N2CCCCC2)c1
  7, -14, -5%, 14%
> Cc1cc(Sc2nccn2C)ncc1[N+](=O)[O-]
  ., -26, 2%, .
> O=C1CC(Sc2ncn[nH]2)C(=O)N1c1ccccc1 (stereo unspecified)
  5, ?, -1%, -23%
> COc1cc(CNCCCN2CCOCC2)cc(Br)c1OCC(=O)N1CCCCC1
  4, 63, 6%, 38%[activator]
> CN(CCNC(=O)c1ccc(N2CCCC2=O)cc1)CCc1ccccc1
  ?, 31, -3%, .
> COc1cc(C(=S)N2CCOCC2)cc(OC)c1OC(=O)c1cc([N+](=O)[O-])c(C)c([N+](=O)[O-])c1
  -2, -10, -11%, -10%
> COc1ccc(Nc2oc(COc3ccc(Cl)cc3)nc2C#N)cc1
  15, 0, -16%, -17%
> CC(Sc1nnc(Cc2cccs2)n1C1CCCCC1)C(=O)N1CCc2ccccc21 (stereo unspecified)
  0, -25, -1%, 8%
> O=C(Nc1ccc(CN2CCOCC2)cc1)c1cc2ccccc2o1
  -2[1.84 µM], ?, 2%, ?
> COc1cccc(C2C3=C(CC(C)(C)CC3=O)OC(N)=C2[N+](=O)[O-])c1 (stereo unspecified)
  4, 63, -2%, -4%
> CC(=O)c1ccc(N2CCN(C(=S)Nc3cccc(Cl)c3)CC2)cc1
  ., 18, 0%, .
